3T3 cytotox: cytotoxic compounds in NIH 3T3 cells; Potency, µM (highest dose often 96.7 µM), without a hit: at the top dose activity change, negative = cytotoxicity, most hits filed as inhibitors; NIH 3T3 viability, CellTiter-Glo ATP luminescence, 48-72 h; 4.3% of 94,000 active; AID 1345082; also: potency is read from the fitted curve at half-maximal effect; nearly all actives have a fitted effect of over 55% in size
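Mouse fibroblast NIH 3T3 cells, 400 per well, received compound via pintool and were incubated for 48 or 72 hr prior to CellTiter-Glo ATP luminescence measurement.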
HEK293 viab: reduces viability of HEK-293 SNCA reporter cells; HEK-293-SNCA-luc viability, GF-AFC fluorescence, 24 h; Potency, µM (doses to about 57.1 µM), for the others: at the highest dose activity change, negative = cytotoxicity, actives largely listed as cytotoxic; 0.12% of 150,000 active;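 also: potency is read from the fitted curve at half-maximal effect; 0% = DMSO-treated cells and -100% = medium-only wells without cells; nearly all actives have a fitted effect of over 30% in size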
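HEK-293-SNCA-luc cells (1500/well) plated 24 h, then exposed 24 h to a dilution series; GF-AFC added 30 min at 37C, fluorescence 405/540 nm; normalised to medium-only and DMSO wells, Hill fit.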
GPT2 inhibitor: inhibitors of human GPT2 alanine aminotransferase; Q8TD30; Recombinant GPT2, coupled pyruvate oxidase/HRP Amplex Red fluorescence; Potency, µM (series often up to 57.7 µM), without a hit: top-dose activity change, negative = inhibition, most hits filed as inhibitors; 0.25% of 100,000 active; AID 1671188; also: potency is read from the fitted curve at half-maximal effect; nearly all actives have a fitted effect of over 60% in size; many of its hits are not listed in these tables
Target sequence (Q8TD30 whole entry, looked up): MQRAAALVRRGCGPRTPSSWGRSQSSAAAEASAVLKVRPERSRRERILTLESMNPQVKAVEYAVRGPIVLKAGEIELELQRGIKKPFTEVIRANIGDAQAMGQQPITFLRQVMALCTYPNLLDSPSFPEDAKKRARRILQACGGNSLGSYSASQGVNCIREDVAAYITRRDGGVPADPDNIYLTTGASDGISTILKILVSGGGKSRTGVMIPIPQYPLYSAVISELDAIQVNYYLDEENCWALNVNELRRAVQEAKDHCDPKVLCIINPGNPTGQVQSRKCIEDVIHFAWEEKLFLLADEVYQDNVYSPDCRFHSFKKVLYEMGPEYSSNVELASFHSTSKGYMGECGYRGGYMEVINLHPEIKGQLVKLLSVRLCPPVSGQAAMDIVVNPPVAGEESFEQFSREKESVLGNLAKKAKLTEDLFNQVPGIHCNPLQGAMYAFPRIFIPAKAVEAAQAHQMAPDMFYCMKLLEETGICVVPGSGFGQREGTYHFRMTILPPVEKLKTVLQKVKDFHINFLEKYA
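Fluorescence read-out: pyruvate from GPT2 turnover coupled to pyruvate oxidase, HRP and Amplex Red (0.2mM ThPP, 0.2U/mL PO and HRP, 50uM Amplex final). Substrates 250uM a-KG, 2mM L-alanine; enzyme 10ng/uL; 30 min RT.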
SNCA expr inh: inhibitors of alpha-synuclein (SNCA) gene expression; AID 1671194; Potency, µM (titrated, usually from 57.2 µM), without a hit: at the top dose activity change, negative = inhibition, hits mostly inhibitors; 0.17% of 140,000 active; HEK-293 SNCA-luciferase knock-in, luminescence, 24 h;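 also: potency is read from the fitted curve at half-maximal effect; plate controls were DMSO cells for no effect and cell-free wells for full effect; nearly all actives have a fitted effect of over 45% in size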
Luciferase inh: blocks purified firefly luciferase enzyme activity | P08659 | purified P. pyralis luciferase, luminescence, biochemical | Potency, µM (top dose mostly 115 µM), without a hit: at the top dose activity change, negative = inhibition, actives largely listed as inhibitors | 2.5% of 76,000 active | AID 1347043; also: potency is read from the fitted curve at half-maximal effect; nearly all actives have a fitted effect of over 65% in size
Target sequence (P08659 whole entry, looked up): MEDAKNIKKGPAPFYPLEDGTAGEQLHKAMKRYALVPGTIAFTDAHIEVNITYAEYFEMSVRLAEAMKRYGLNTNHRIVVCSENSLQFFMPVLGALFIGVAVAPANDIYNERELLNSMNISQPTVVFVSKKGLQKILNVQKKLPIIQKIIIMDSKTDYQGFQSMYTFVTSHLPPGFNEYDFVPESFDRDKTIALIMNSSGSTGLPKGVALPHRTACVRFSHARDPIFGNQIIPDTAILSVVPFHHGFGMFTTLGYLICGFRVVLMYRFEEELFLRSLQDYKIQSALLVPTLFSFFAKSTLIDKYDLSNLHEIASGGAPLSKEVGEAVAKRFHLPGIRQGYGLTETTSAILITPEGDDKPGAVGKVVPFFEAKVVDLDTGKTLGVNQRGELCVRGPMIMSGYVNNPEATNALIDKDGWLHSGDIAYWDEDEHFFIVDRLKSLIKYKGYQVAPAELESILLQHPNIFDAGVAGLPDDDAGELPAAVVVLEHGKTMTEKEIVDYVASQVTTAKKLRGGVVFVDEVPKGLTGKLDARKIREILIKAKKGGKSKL
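Purified P. pyralis luciferase (10nM final) in 50mM Tris acetate pH 7.5, 10mM Mg acetate, 0.01% Tween-20, 0.05% BSA with 10uM D-luciferin and 10uM ATP. Compounds titrated qHTS. Luminescence imaged on CCD.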
IP6K1 inh: blocks human inositol hexakisphosphate kinase 1; activity change, % (series mostly up to about 58 µM); AID 1645851; Q92551; IP6K1 kinase, ADP-Glo luminescence, 2 h; stronger effect = lower value; 0.81% of 140,000 active; in the data active = activity change below about -25%
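ADP-Glo luminescence measures ADP made by human IP6K1 during a 2 h RT reaction with ATP/IP6 (mix at 1.3 mM/130 uM); top library doses 57.5 and 19.1 uM final.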
HEK cytotox: HEK 293 cell cytotoxicity. HEK 293 viability, ATP luminescence (CellTiter-Glo), 48-72 h. 6.6% of 94,000 active. Potency, µM (highest dose often 115 µM), for the others: at the highest dose activity change, negative = cytotoxicity, most hits filed as inhibitors. AID 1345083; also: potency is read from the fitted curve at half-maximal effect; nearly all actives have a fitted effect of over 60% in size
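HEK 293 cells at 250 cells/well were exposed to compounds by pintool transfer for 48 or 72 hr at 37 degree Celsius, 5% CO2. Viability was read as ATP-coupled luminescence with CellTiter-Glo after 10 min at room temperature.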
Starred values were filed as active, the others as inactive; i = inactive; ? = inconclusive; nt = not tested or not shown; [ ] = another dose, or the depositor's remark. Unless noted, calls follow the shape of the dose curve; as a rule, active = well fitted curve in the direction sought with a large enough effect; inconclusive = small, poorly fitted or top-dose-only effect, or another doubt; inactive = no such curve, though single readings can be large; an effect the other way counts as inactive or inconclusive. Unless noted, % is scaled to controls: 0 for no effect and ±100 for the full control effect.

The first two entries, to show the layout:
SMILES	3T3 cytotox	HEK293 viab	GPT2 inhibitor	SNCA expr inh	Luciferase inh	IP6K1 inh	HEK cytotox
Cc1cc(C(=O)NCC2(COc3ccc(S(C)(=O)=O)cc3)C[C@@H](O)[C@@H](O)C2)no1 (some centres not stated)	-16%[174 µM]	1%[87.6 µM]	-11%[88.5 µM]	-27%[87.6 µM]	-3%[172 µM]	-4	1%[172 µM]
CSCCC(=O)N1CCC2(CCN(Cc3ccccn3)CC2)C(CO)C1 (configuration not stated)	-2%	-13%	-7%	7%	7%	2	-2%

Main list (from the top)
SMILES	3T3 cytotox	HEK293 viab	GPT2 inhibitor	SNCA expr inh	Luciferase inh	IP6K1 inh	HEK cytotox
Cc1cc(C(=O)NCC2(COc3ccc(S(C)(=O)=O)cc3)C[C@@H](O)[C@@H](O)C2)no1 (some centres not stated)	-16%[174 µM]	1%[87.6 µM]	-11%[88.5 µM]	-27%[87.6 µM]	-3%[172 µM]	-4	1%[172 µM]
CSCCC(=O)N1CCC2(CCN(Cc3ccccn3)CC2)C(CO)C1 (configuration not stated)	-2%	-13%	-7%	7%	7%	2	-2%
O=C(C1CCCN1C(=O)c1cccc(-c2cccnc2)c1)N1CCOCC1 (configuration not stated)	-7%	nt	nt	nt	nt	-2	i
CCS(=O)(=O)c1ncc(N(Cc2cccc(F)c2)Cc2ccco2)c(C(=O)Nc2ccccc2Cl)n1	nt	-9%	nt	10%	nt	-5	nt
Cc1cc(C)cc(NS(=O)(=O)c2ccc(-n3cccn3)cc2)c1	nt	-8%	nt	-21%	nt	33	nt
COc1ccc(-c2cnc3[nH]cc(CC(=O)NCc4cccnc4)c3c2)cn1	79µM*	-2%[87.6 µM]	3%[88.5 µM]	13%[87.6 µM]	?	-16	?
C#CCOc1ccc(-c2nnc(Nc3cccc(C)c3)c3ccccc23)cc1	nt	-8%	nt	-5%	nt	-7	nt
COCC1CN(S(=O)(=O)c2ccc(F)cc2)CC12CCNCC2 (configuration not stated)	-16%	-14%	-3%	7%	3%	6	?
Nc1c(C(=O)Nc2ccccc2)sc2nc3c(cc12)CN(Cc1ccccc1)CC3	nt	-15%	nt	15%	nt	25	nt
COc1ccc(-c2cc(C(=O)Oc3ccccc3)c3cc(C)ccc3n2)cc1	nt	?	nt	45%[activator]	nt	-6	nt
CCn1c(C)ccc(C(=O)N[C@@H]2COCC[C@H]2Oc2ccccn2)c1=O	-5%	0%	-21%	3%	-2%	-2	-2%
O=C1NCCCCCCN(Cc2ccncc2)[C@@H]2CN(C(=O)c3ccncc3)CC[C@@H]12	-14%	-5%	i	-15%	0%	-2	-7%
C[C@@]12O[C@@H](C[C@]1(O)CO)n1c3ccccc3c3c4c(c5c6ccccc6n2c5c31)CNC4=O	nt	?	5%	?	nt	nt	nt
COc1ccc(-c2cc(C(=O)NCC(C)C)c3c(C4CCNC4)noc3n2)cc1 (configuration not stated)	?	1%	i	12%	nt	4	?
COc1ccc(-n2ncc(C(=O)N3CCN(C4CCCCC4)CC3)c2C2CCN(C(=O)OC(C)(C)C)CC2)cc1	nt	4%	nt	?	nt	-14	nt
CCCc1nc(C(=O)N2CCC3(CCc4ccccc43)CC2)cs1	?	-9%	-11%	-26%	6%	12	?
CN1CCN(Cc2nc(C3(O)CCN(Cc4ccc(C(F)(F)F)cc4)CC3)cs2)CC1	?	2%	5%	14%	2%	21	?
COc1ccc(NC(=O)Cn2c(=O)n(-c3ccc(OC)cc3)c(=O)c3ccc(C(=O)NCc4ccc(C)cc4)cc32)cc1	nt	6%	nt	1%	nt	1	nt
c1ccc([C@@H]2CN(C3CCOCC3)C[C@H]2COc2cccnc2)nc1	-26%	3%	-9%	6%	-6%	40	?
CCC(=O)N1CCc2c(C(=O)NCc3cccc(OC)c3OC)cccc21	-22%	-5%	i	23%	-8%	-5	?

Single entries from the results shown.
`CCCc1nc(C(=O)N2CCC3(CCc4ccccc43)CC2)cs1` in HEK293 viab = -9%
`COc1ccc(NC(=O)Cn2c(=O)n(-c3ccc(OC)cc3)c(=O)c3ccc(C(=O)NCc4ccc(C)cc4)cc32)cc1` in IP6K1 inh = 1
`CCS(=O)(=O)c1ncc(N(Cc2cccc(F)c2)Cc2ccco2)c(C(=O)Nc2ccccc2Cl)n1` in HEK293 viab = -9%
`C#CCOc1ccc(-c2nnc(Nc3cccc(C)c3)c3ccccc23)cc1` in HEK293 viab = -8%

(list continues)
SMILES	3T3 cytotox	HEK293 viab	GPT2 inhibitor	SNCA expr inh	Luciferase inh	IP6K1 inh	HEK cytotox
Cc1nn2c(c1-c1ccccc1C(N)=O)N(CCCc1ccccc1)CCC2	11µM*	?	i	1.4µM*	-10%[172 µM]	12	11µM*
Cc1cc(C)n(CC(=O)N2CCC(Cc3ccc(CN4CCN(C)CC4)cc3)CC2)n1	-15%	-3%	-8%	0%	nt	3	?
Cc1cc(C=c2sc3nc4ccccc4n3c2=O)c(C)n1-c1ccccc1	nt	-4%	2%	?	nt	nt	nt
Cc1nc2sc(C(N)=O)c(N)c2c(-c2ccc(Br)cc2)c1C(=O)Nc1ccc(Cl)cc1	nt	0%	nt	?	nt	-11	nt
CCOC(=O)c1c(Nc2ccc(O)cc2)nnc(-c2ccccc2)c1-c1ccccc1	nt	-3%	nt	?	nt	-4	nt
COCCCN1CC2(CCC1=O)CCN(C(=O)C1CCCCn3nnnc31)CC2 (configuration not stated)	-12%	-1%	-15%	4%	16%	4	-32%
CC(C)N1C[C@@H]2OCC(=O)N(Cc3ccccc3)[C@@H]2C1	-20%[230 µM]	-3%[87.6 µM]	1%[88.5 µM]	5%[87.6 µM]	-19%[230 µM]	-13	-18%[230 µM]
COc1ccc(-c2noc(CC3CCN(C(=O)C4CC4)CC3)n2)cc1	?	-14%	-4%	28%	4%	1	?
COc1cccc(CN2CCOC3CCN(C(=O)c4ccccc4)CC3C2=O)c1 (configuration not stated)	?	-15%[87.6 µM]	4%[88.5 µM]	?	-10%[172 µM]	-7	-24%[172 µM]
COc1cc2c(cc1CN1C[C@H]3CC[C@@H]1CN(C(=O)c1cnccn1)C3)CCC2	-23%	-5%	-13%	30%	2%	0	?
Cn1cccc1CN1CCC2(CC1)CNC(=O)c1ccccc1O2	0%	1%	i	?	nt	-13	?
COc1ccc(-c2c(C)c3ccc(O)c(CN4CCCCC4C)c3oc2=O)cc1OC (configuration not stated)	nt	?	nt	-2%	nt	-2	nt
CC(C)Oc1ccc(CNC(=O)c2ccc3nc(SCc4ccc(F)cc4)n(C)c3c2)cc1	nt	3%	nt	22%	nt	8	nt
COCc1ccc2c(c1)c(OC(C)(C)C(=O)NCCN1CCOCC1)nn2Cc1cccnc1	?	1%	4%	7%	1%	-5	-2%
Cc1ccsc1CN1CC(Oc2ccccc2C(=O)NCc2ccccc2)C1	40µM*	?	i	?	nt	-5	40µM*
Cc1cc(C(=O)N2CCCC(c3nn(C)c(=O)n3-c3ccccc3)C2)no1 (configuration not stated)	-14%	5%	-6%[11.5 µM]	-22%	3%	11	3%
CC(=O)Nc1ccc(NC(=O)CN2C(=O)CN(C)C(=O)c3ccccc32)cc1	nt	-2%	nt	6%	nt	13	nt
CCC(=O)N1CCC(c2noc(CO)n2)C1 (configuration not stated)	3%	4%	2%	5%	6%	-5	i
COc1ccc(CCc2nc(C3CC(=O)N(c4ccc(F)c(Cl)c4)C3)no2)cc1 (configuration not stated)	?	-2%	i	-16%	-10%	-13	?
CC(C)N1C[C@@H](CO)[C@H](c2nc(-c3cccnc3)no2)C1	-6%	8%	i	223%[activator]	20µM*	-10	?
O=C1NCc2ccccc2CC12CCCN2Cc1ccccc1Cl (configuration not stated)	-8%	8%	i	7%	nt	-2	-11%
CNC(=O)N1CCCN(S(C)(=O)=O)C(c2ccccc2)CC(=O)NCC1 (configuration not stated)	-16%	0%	i	-3%	3%	-4	i
CCCc1nn2c(=O)cc(COC(=O)c3ccccc3NC(=O)c3cccs3)nc2s1	nt	2%	nt	-18%	nt	36	nt
COc1ccc(-c2nc(C3CC3)nc3c2CN(C(=O)c2ccccn2)CC3)cc1	-30%	?	i	-20%	nt	-1	3%
CN1CCCN(C(=O)c2ccncc2)c2ccccc21	-24%	-4%	i	43%[activator]	-11%	1	?
Cc1ccc(NC(=O)c2cc(S(=O)(=O)N3CCC(C)CC3)cn2C)cc1Cl	nt	14%	nt	8%	nt	-9	nt
COCCCn1c(=O)c(C(=O)NCc2ccc3c(c2)OCO3)nc2cccnc21	?	1%	i	-22%	nt	14	-1%
CN(C)Cc1cn(C[C@H]2C[C@@H](NC(=O)Nc3cccnc3)[C@H](O)[C@@H]2O)nn1	-17%	4%	1%	7%	-7%	-2	-6%
Cc1ccccc1N1Cc2c(NCCc3ccc(F)cc3)ncnc2N(C)CC1=O	?	3%	i	26%	-2%	-3	?
COc1ccccc1CC(=O)NCc1nnc2c(-c3nc(C(C)C)no3)cccn12	i	-2%	i	3%	1%	4	-10%
Cc1ccc(CNC(=O)c2nn(C)c3c2CSc2ccc(C)cc2-3)cc1	nt	19%	nt	-1%	nt	3	nt
CCN(CC)C(=O)c1ccc(CN2C(=O)NC3(CCS(=O)(=O)CC3)C2=O)cc1	-10%	6%	i	31%[activator]	-6%	-8	14%
CCOc1cccc(-c2nnc(CCC(=O)NCCC(C)C)c(=O)[nH]2)c1	-20%	-3%	i	4%	-6%	-3	-12%
CCOC(=O)c1c(Nc2ccc(OCC)cc2)nnc(-c2ccccc2)c1-c1ccccc1	nt	17%	nt	16%	nt	-4	nt
Cn1ccnc1-c1cn(CCNC(=O)c2ccc(F)cc2)nn1	2%	1%	1%	3%	13%	-2	i
CCC1Oc2ccc(NC(=O)c3ccccc3F)cc2CN(Cc2ccc3c(c2)OCO3)C1=O (configuration not stated)	?	7%	-6%	-27%	-8%	-6	?
COc1ccc(C(=O)N2CCn3c(nnc3-c3ccc(NC(C)=O)cc3)C2)cc1	-3%	nt	nt	nt	nt	2	-2%
COc1ccc(N2CC(C(=O)N3CCC(C(=O)N4CCC(C#N)CC4)C3)NC2=O)cc1 (configuration not stated)	3%	-16%	i	-1%	-9%	-3	i
O=C(NCCN1CCCC1)c1ccc(-c2ccc(N3CCSCC3)nc2)cc1	?	-14%	1%	25%	14µM*	-7	?
COc1cc(NC(=O)C2CCc3ncc(-c4ccsc4)n3C2)cc(OC)c1 (configuration not stated)	?	1%	-12%	10%	-8%	3	?
O=C(CSc1cn(CC(=O)N2CCCCC2)c2ccccc12)NCc1ccc(F)cc1	nt	-28%	nt	2%	nt	10	nt
CCOC(=O)c1c(C)oc2ccc(N(C(=O)Oc3ccccc3)S(=O)(=O)c3ccc(CC)cc3)cc12	nt	-12%	nt	?	nt	7	nt
CC1=Nc2cc(C(=O)NCCc3ccc(Cl)cc3)ccc2Sc2c(C)ccc(C)c21	nt	-8%	nt	?	nt	-11	nt
Cc1cnc(C(=O)N2CC(c3nc(CCOCC4CC4)no3)C2)cn1	-10%	7%	-3%	17%	4%	30	-1%

Screening results (PubChem)
